Ins promoter up = MIN6 insulin promoter up-regulation. MIN6 insulin promoter-GFP reporter, high-content imaging; stronger effect = higher value. z-score at 5 µM. 190,000 tested, 0.3% active;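 active = z-score above 3 at 5 µM with at least 500 cells counted in the well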
MT stabilizer = microtubule stabilization, imaging screen; HeLa tubulin immunostaining HCS, 24 h; share of cells brighter than vehicle mean+2SD; % tubulin-high responders, % at 10 µM; 200,000 tested, 0.83% active; AID 2205;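 active = plate Z-score above 3 for both tubulin-high and condensed-nucleus cell shares, with cell loss under 80%, at 10 µM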;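 note: anti alpha tubulin signal scored within the nucleus-defined area of each cell; some results filed as inactive read as strong as hits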
Autophagy HCS = modulators of autophagy; 190,000 tested, 0.98% active; calls only at 10 µM (by protocol); MEF GFP-LC3 puncta imaging; test concentration mostly 10 µM;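 active = percentage of spot-positive cells more than 3 SD above its plate mean, without a fluorescence outlier flag or 80% toxicity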;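 note: spot-positive cell cutoff set from DMSO-treated cells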
NOD2 inhibition = NOD2 signaling inhibitors, cell-based, luminescence, uHTS, HEK293 (AID 1566); 290,000 tested, 0.63% active; HEK293 NOD2/NF-kB luciferase reporter, luminescence; higher % means a stronger effect; inhibition, % at 4 µM, or EC50 in µM where a hit was titrated; in the data active = inhibition above about 50%; note: many of its hits are not listed in these tables
Yfh1-depleted yeast = mitochondrial function rescue without frataxin homolog – Friedreich's ataxia, plus single-dose screen, dose response (AID 1465). S. cerevisiae Yfh1-off respiration, WST-1 reduction, 72 h; higher fold induction means a stronger effect. fold induction at 50 µM, or EC50 in µM where a hit was titrated. 220,000 tested, 0.074% active;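 active = fold induction of absorbance versus untreated yeast above a set limit, then at least 30% activation at any dose in follow-up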;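 note: activators that raise dye reduction in frataxin-depleted yeast; strong numbers were not always called active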
bCat nuc transl = modulators of beta-catenin nuclear translocation | HeLa beta-catenin nuclear translocation, immunofluorescence imaging | nuclear translocation activity, % at 5 µM | 190,000 tested, 0.3% active | AID 1665;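 active = nuclear translocation activity above 50% at 5 µM, with a well cell count of 50 or more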;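 note: per-cell ratio of nuclear to cytoplasmic median beta-catenin stain intensity; plate controls were DMSO negative control for no effect and GSK-3 inhibitor IX positive control for full effect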
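Technique: fluorescence imaging of beta-catenin antibody stain plus DAPI / Material: human HeLa cell line / Incubation: compound treatment 24 h, 37°C, 5% CO2 / Read-out basis: % activation of per-cell nuclear versus cytoplasmic median beta-catenin signal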
Dynein cargo inh = blocks dynein driven cargo transport along microtubules; 3617.4 mouse cells, GR-EGFP nuclear translocation imaging; test concentration mostly 20 µM; stimulated with dexamethasone, 1 µM; stronger effect = lower value; 220,000 tested, 0.47% active; AID 1381; z-score, hits read low;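 active = plate z-score of nuclear minus cytoplasmic receptor signal below a set negative limit, without overly bright fluorescence or cell loss, cut at about -3.5 in these data, passing the limit was not always enough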;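 note: z-score of nuclear minus cytoplasmic ring GR-EGFP intensity difference per well; some compounds called inactive have numbers as strong as hits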
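Buffer or medium: tet-free, stripped-serum medium; Also added: dexamethasone, 1.0 µM final; Technique: high-content fluorescence imaging after fixation; Times: 48 h induction, 1 h compound, 30 min dex at 37 °C; Read-out: per-cell GR-EGFP intensity, nucleus versus surrounding cytoplasmic ring, well-averaged.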
M17LAP inhibition = P. falciparum M17LAP inhibitors, primary screen, biochemical, fluorogenic H-Leu-NHMec substrate, 1536-well (AID 1619); recombinant M17LAP, H-Leu-NHMec fluorogenic kinetic assay; higher % means a stronger effect; one-dose inhibition, % at 30 µM; IC50 in µM for titrated hits; 220,000 tested, 0.38% active;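 active = compound inhibiting the enzyme by more than half at any dose during confirmatory dose-response retesting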;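 note: plate controls were full reaction with DMSO carrier for no effect and no enzyme background for full effect; strong numbers were not always called active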
NOD1 inhibition = inhibition of NOD1-driven NF-kB reporter – cell-based, luminescence, uHTS, primary screen (AID 1578) | 290,000 tested, 1% active | inhibition, % at 4 µM; hits with a dose series show EC50 in µM | NOD1-driven NF-kB luciferase reporter cells, luminescence; higher % means a stronger effect; in the data active = inhibition mostly above about 36%, no sharp cut-off; inactive = mostly below about 34%;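 note: HEK-293T reporter cells stimulated with the NOD1 agonist gamma-tri-DAP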
Dynein cargo inh cytoplasmic EGFP = further read-out of Dynein cargo inh, marked with its call; z-score; measured here: cytoplasmic GR-EGFP intensity; stronger effect = higher value
Dynein cargo inh nuclear GR-EGFP = further read-out of Dynein cargo inh, marked with its call; z-score; measured here: nuclear GR-EGFP intensity;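 lower value marks the stronger effect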
Dynein cargo inh cell count = further read-out of Dynein cargo inh, marked with its call; z-score; measured here: cell count per field
Ins promoter up cell count = also measured in Ins promoter up; calls as there; cell count; measured here: cytotoxicity, nuclei count;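 total cells summed across four imaged fields per well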
bCat nuc transl cell count 5 µM = second read-out of bCat nuc transl, no call of its own (marks repeat the call); cell count; measured here: cell count, cytotoxicity flag
MT stabilizer Hoechst-high % = recorded beside MT stabilizer, whose call it bears; % Hoechst-high responders; measured here: nuclear condensation Hoechst responders;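 share of cells brighter than vehicle mean plus two SD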
MT stabilizer cytotoxicity % = recorded beside MT stabilizer, whose call it bears; toxicity, %; measured here: cytotoxicity by cell density;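 0% = mean cell density of plate MIN control wells and 100% = no cells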
Autophagy HCS cell loss 18 h = also measured in Autophagy HCS; calls as there; toxicity, %; measured here: cell loss, nuclei count;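 cell loss after 18 h compound exposure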
The depositor's hits bear a star; i = inactive; . = no result given. A portion of the library, so the mix of outcomes need not match the whole.

SMILES	Ins promoter up	Ins promoter up cell count	MT stabilizer	MT stabilizer Hoechst-high %	MT stabilizer cytotoxicity %	Autophagy HCS	Autophagy HCS cell loss 18 h	NOD2 inhibition	Yfh1-depleted yeast	bCat nuc transl	bCat nuc transl cell count 5 µM	Dynein cargo inh	Dynein cargo inh cytoplasmic EGFP	Dynein cargo inh nuclear GR-EGFP	Dynein cargo inh cell count	M17LAP inhibition	NOD1 inhibition
O=C(O)c1ccc(N/N=C/c2ccc(-c3ccc(Cl)cc3Cl)o2)cc1	-0.08	1047	.	.	.	.	.	7.2%	i	-0.1	1328	1.91	-0.161	0.811	-1.08	1.9%	-4.3%
CCNC(=S)NCCN1CCCCC1	.	.	1.7	1.6	6.6	i	32.1	9.1%	i	.	.	0.26	-0.193	0.152	0.632	-6.4%	6.4%
COc1cc(OC)c(OC)cc1/C=N/NC(=O)c1cccc(S(=O)(=O)N2CCOCC2)c1	.	.	4.6	1.9	2.3	i	-3.5	3.3%	i	3.6	960	-0.334	-0.0813	-0.577	-1.29	9.5%	-20.3%
CC(C)(C)C1=NN(C(=O)c2ccccc2)C(O)(C(C)(C)C)C1 (stereo not given)	-0.14	1521	2.0	1.6	5.3	i	35.7	18.4%	i	1.5	1334	0.314	-0.18	0.486	-0.061	2.1%	4.5%
CC(C)CC(=O)Nc1ccc(C(=O)NN2C(=O)c3ccccc3C2=O)cc1	0.37	1262	2.8	2.6	3.3	i	-4.4	-143.8%	i	0.0	617	2.21	0.0419	1.21	-1.46	-3.8%	-34.2%
Cc1ccc(C(=O)C2CCN(CC(=O)Nc3ccc(N(C)C)cc3)CC2)cc1	-0.55	1304	4.0	2.5	5.6	i	-1.9	-28.9%	i	-3.8	1006	2.37	-0.0758	1.34	-1.76	-1.7%	-17.7%
COc1ccc(/C(N)=N/OC(=O)c2ccc(C)c([N+](=O)[O-])c2)cc1OC	-0.22	915	3.5	3.5	3.9	i	5.6	1.3%	i	-2.6	1232	-0.0767	-0.24	-0.0716	0.531	-8.6%	-27.5%
Cc1[nH]c2ccccc2c1C(=O)C(=O)N1CCCc2ccccc21	2.75	1400	11.5	4.8	12.2	i	3.5	-6.4%	i	-0.9	1066	2.33	-0.119	1.48	-0.109	0.9%	31.2%
O=S(=O)(/C=C/c1ccccc1)Oc1ccccc1	0.13	950	0.8	1.4	4.5	i	-6.0	-83.1%	i	.	.	-0.785	-0.282	-0.202	0.217	-3.5%	42.3%
Clc1ccccc1-c1nnc2sc(C3COc4ccccc4O3)nn12 (stereo not given)	-1.86	855	4.6	2.0	3.9	i	-6.4	-4.2%	i	0.4	1048	-0.394	-0.23	0.0933	0.176	8.3%	-26.9%
Cc1[nH]c2ccccc2c1C(=O)CSc1ncn[nH]1	-0.29	1166	2.7	2.4	23.2	i	-3.8	13.6%	i	-0.9	1205	-0.401	-0.191	0.283	1.42	42.0%	-26.2%
Cc1ccc(NC(=O)Cn2cnc3sc(C(=O)NCCN(C)C)c(C)c3c2=O)cc1Cl	-1.3	503	1.8	1.9	3.6	i	-25.9	8.2%	i	-5.3	1112	0.306	-0.192	1.01	-0.086	18.6%	-26.6%
Clc1ccc2nc(-c3ccccc3)nc(C(Cl)Cl)c2c1	-0.12	892	.	.	.	.	.	-26.8%	i	-1.1	1324	-0.758	0.244	0.0831	-0.104	18.8%	4.5%
Oc1c(C(Nc2ccccn2)c2ccccn2)ccc2cccnc12 (stereo not given)	-2.83	894	4.0	1.6	33.5	i	35.7	-6.5%	.	1.5	827	1.04	-0.18	0.687	-0.164	11.3%	-19.4%
Cc1nn(C(C)C)c(C)c1CN1CCCC(C(=O)c2cccc(OC(C)C)c2)C1 (stereo not given)	.	.	1.4	1.4	4.2	i	2.3	7.7%	i	1.5	939	-1.09	-0.202	-0.606	0.255	0.7%	-10.9%
O=C(NCc1ccco1)c1noc2c1CCCC2	0	1633	7.1	2.3	2.1	i	12.1	-8.3%	i	-2.2	914	1.18	-0.373	0.35	0.535	-3.1%	-6.6%
O=C1c2ccccc2C(=O)N1CCCn1nnc(-c2ccc(N3CCOCC3)cc2)n1	0.24	1194	2.6	2.5	27.9	i	4.5	-1.1%	i	1.9	1198	0.0818	-0.22	0.0103	1.17	6.2%	-11.5%
CCCc1cc(C(=O)O)c2ccccc2n1	-0.38	851	1.7	1.4	4.2	i	-8.2	9.5%	i	.	.	-0.283	-0.362	0.0299	0.416	5.8%	12.0%
O=C(Nc1ccc(COc2ccccc2)cc1)c1cccc([N+](=O)[O-])c1	-0.15	1449	1.3	1.7	5.6	i	-49.9	6.0%	i	-0.6	1078	2.36	-0.0378	3.21	-2.13	-2.1%	-30.9%
CCc1c(C)c2c(C)[nH]nc2oc1=O	-0.42	1528	5.6	4.6	6.5	i	-17.8	7.4%	i	0.5	1340	0.558	-0.308	0.373	-0.491	4.5%	4.8%
O=C(CNC(=O)c1cccc(F)c1)N/N=C/c1cc(Br)ccc1OCc1ccccc1	1.2	1259	6.6	3.7	7.7	i	-27.8	6.6%	i	-1.6	499	-0.649	-0.302	-0.762	0.608	-13.6%	24.2%
O=C(N/N=C/C=C\c1ccc([N+](=O)[O-])cc1)c1cccnc1	-0.26	1503	.	.	.	.	.	2.5%	i	-3.0	1136	-0.00446	-0.275	-0.0372	0.542	-3.0%	-12.9%
O=C(Cc1ccc(Cl)c(Cl)c1)Nc1ccc(SC(F)F)cc1	.	.	4.1	1.9	4.4	i	5.4	-56.1%	i	0.4	948	2.71	-0.188	1.17	-1.58	-0.5%	-5.7%
O=C1C=CC(=O)N1CCNc1ncc(C(F)(F)F)cc1Cl	.	.	4.2	1.3	1.0	i	21.0	18.2%	i	0.0	1507	-5.45*	2.12*	-2.27*	-2.6*	0.7%	16.4%
CC(C)(C)c1ccc(-c2nnc(N)o2)cc1	0.09	1531	.	.	.	.	.	-43.1%	i	-2.1	1164	-1.26	-0.23	-0.653	1.02	-6.9%	-17.0%
COC(=O)c1ccc(Cc2ccccc2)o1	0.82	968	3.5	2.1	2.8	i	-3.6	4.5%	i	-2.0	1228	-0.762	-0.249	-0.523	0.0826	4.8%	-11.1%
O=C(Cn1c(=O)oc2cc(S(=O)(=O)N3CCCC3)ccc21)N1CCN(c2ccccn2)CC1	.	.	4.6	2.4	0.7	i	-1.6	2.6%	i	-0.8	1169	1.54	0.186	0.918	0.0572	-4.5%	-8.0%
CN(CCc1cnn(C)c1)Cc1cn(C)nc1-c1ccc2c(c1)OCCO2	.	.	1.7	2.6	10.9	i	0.0	16.5%	i	-0.2	1546	0.25	-0.153	0.0836	-0.451	-10.1%	-14.0%
CSc1ccc(CN(C)CC(=O)NC(C)c2ccccc2)cc1 (stereo not given)	.	.	2.9	4.6	9.5	i	-5.0	-4.8%	i	-0.1	1123	0.427	-0.033	0.371	-0.98	19.3%	-11.5%
Cc1noc(C)c1COc1cccc(C(=O)OCC(=O)NCCN2C(=O)CSC2=O)c1	0.16	1154	1.7	1.3	4.9	i	-0.4	-0.8%	i	-0.7	1112	0.0416	-0.31	0.145	0.282	14.0%	-24.0%
CCC(C)[C@H]1CN=C(N)N1CCc1cc(C(F)(F)F)cc(C(F)(F)F)c1 (stereo not given in full)	-1.35	930	.	.	.	.	.	-14.3%	i	0.4	1298	-0.435	-0.838	-0.134	0.491	-12.3%	-4.1%
C/C(CC(=O)Nc1ccc(N(C)C)cc1)=N\NC(=O)Cc1csc(N)n1	-0.03	1229	4.1	3.3	9.8	i	5.5	3.7%	i	-0.3	465	-0.408	-0.232	-0.432	0.46	-1.6%	54.3%
C=CCN(C(=O)COc1ccccc1)c1nnc(-c2ccncc2)s1	0.43	1544	2.3	1.8	1.3	i	3.9	6.5%	i	2.8	1394	0.801	-0.209	-0.628	-0.736	6.2%	-13.7%

Whole records, quoted from the list.
COc1cc(OC)c(OC)cc1/C=N/NC(=O)c1cccc(S(=O)(=O)N2CCOCC2)c1 is entered as Ins promoter up = .; Ins promoter up cell count = .; MT stabilizer = 4.6; MT stabilizer Hoechst-high % = 1.9; MT stabilizer cytotoxicity % = 2.3; Autophagy HCS = i; Autophagy HCS cell loss 18 h = -3.5; NOD2 inhibition = 3.3%; Yfh1-depleted yeast = i; bCat nuc transl = 3.6; bCat nuc transl cell count 5 µM = 960; Dynein cargo inh = -0.334; Dynein cargo inh cytoplasmic EGFP = -0.0813; Dynein cargo inh nuclear GR-EGFP = -0.577; Dynein cargo inh cell count = -1.29; M17LAP inhibition = 9.5%; NOD1 inhibition = -20.3%
O=C(NCc1ccco1)c1noc2c1CCCC2 is entered as Ins promoter up = 0; Ins promoter up cell count = 1633; MT stabilizer = 7.1; MT stabilizer Hoechst-high % = 2.3; MT stabilizer cytotoxicity % = 2.1; Autophagy HCS = i; Autophagy HCS cell loss 18 h = 12.1; NOD2 inhibition = -8.3%; Yfh1-depleted yeast = i; bCat nuc transl = -2.2; bCat nuc transl cell count 5 µM = 914; Dynein cargo inh = 1.18; Dynein cargo inh cytoplasmic EGFP = -0.373; Dynein cargo inh nuclear GR-EGFP = 0.35; Dynein cargo inh cell count = 0.535; M17LAP inhibition = -3.1%; NOD1 inhibition = -6.6%

High-throughput results deposited in PubChem by several laboratories.
